CHO-K1 Ca antag: nonselective inhibitor or artifact in parental CHO-K1 cells | AID 602250 | ATP-induced calcium, Fluo-8 fluorescence | 0.6% of 360,000 active | inhibition, % at 3 µM;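 active = inhibition above a per-plate cutoff, the plate's mean sample inhibition plus 3 SD, cut at about 24% in these data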;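 note: 0% = DMSO plus EC80 ATP and 100% = DMSO alone without ATP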
CHO-K1 Ca ag: M1 agonist counterscreen hit in parental CHO-K1 cells | Fluo-8 calcium fluorescence; scaled to maximal ATP response, vehicle zero | activation, % at 3 µM | 0.48% of 360,000 active | AID 602248; in the data active = activation above about 15%;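 note: untransfected CHO-K1 host cells lacking M1 receptor as counterscreen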
CHRM4 agonist: CHRM4 agonism in calcium assay. P08173. CHO-K1 hM4/Gqi5, Fluo-8 calcium fluorescence; vehicle 0%, full acetylcholine response 100%. activation, % at 3 µM. 0.14% of 360,000 active. AID 624127;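 active = activation above the run mean over all test wells plus 3 SD, cut at about 32% in these data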;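 note: peak over basal fluorescence ratio per well then scaled between controls; 0% = DMSO wells and 100% = acetylcholine at EC100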
Target sequence (P08173 whole entry, looked up): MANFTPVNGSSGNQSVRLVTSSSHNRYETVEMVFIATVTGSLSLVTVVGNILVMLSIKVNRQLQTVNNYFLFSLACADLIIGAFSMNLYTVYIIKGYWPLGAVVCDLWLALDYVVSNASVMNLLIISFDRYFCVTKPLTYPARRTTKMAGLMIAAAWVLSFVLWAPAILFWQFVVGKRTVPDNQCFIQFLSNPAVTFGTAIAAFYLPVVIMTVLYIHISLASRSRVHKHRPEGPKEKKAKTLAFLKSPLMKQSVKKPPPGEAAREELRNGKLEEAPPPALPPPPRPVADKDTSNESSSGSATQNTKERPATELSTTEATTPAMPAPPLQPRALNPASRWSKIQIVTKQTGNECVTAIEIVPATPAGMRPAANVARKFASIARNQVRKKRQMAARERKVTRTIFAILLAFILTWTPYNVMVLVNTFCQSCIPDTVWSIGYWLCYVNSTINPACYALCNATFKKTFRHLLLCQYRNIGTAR
OXTR potentiator: potentiators of human oxytocin receptor; CHO-OTR cells, Fluo-8 calcium fluorescence, potentiator mode; 0% = oxytocin EC15, 100% = EC100; activation, % at 3 µM; 0.061% of 320,000 active;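 active = activation above that plate's cutoff, the mean activation of tested compounds plus 3 SD, cut at about 6.6% in these data, passing the limit was not always enough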;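 note: 100% uses oxytocin at 75 nM as the full agonist control; some results filed as inactive read as strong as hits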
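test system = CHO-OTR cells, human receptor | compound = single-point 3.0 µM | schedule = 6 min compound pre-incubation at room temperature, 100 s kinetic read | signal = Fluo-8 no-wash calcium dye fluorescence, excitation 470-495 nm, emission 515-575 nm | repeats = single well per compound, singlicate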
CHRM4 antagonist: antagonists of human muscarinic M4 receptor (CHRM4) | CHO-hM4 cells, ACh EC80, Fluo-8 calcium fluorescence | 0.73% of 360,000 active | inhibition, % at 3 µM | AID 624125;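 active = inhibition above its plate's cutoff, the mean inhibition of sample wells plus 3 SD, cut at about 27% in these data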;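 note: 0% = acetylcholine EC80 with DMSO and 100% = DMSO without agonist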
CHRM1 agonist: agonists of human M1 muscarinic receptor | activation, % at 3 µM | AID 588814 | P11229 | 0.33% of 360,000 active | CHO-K1 hM1, Fluo-8 calcium fluorescence, agonist mode; 0% DMSO, 100% acetylcholine EC100;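 active = activation above the run's mean compound activation plus 3 SD, cut at about 16% in these data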;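 note: peak over basal fluorescence ratio within a 140 s kinetic read after compound addition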
Target sequence (P11229 whole entry, looked up): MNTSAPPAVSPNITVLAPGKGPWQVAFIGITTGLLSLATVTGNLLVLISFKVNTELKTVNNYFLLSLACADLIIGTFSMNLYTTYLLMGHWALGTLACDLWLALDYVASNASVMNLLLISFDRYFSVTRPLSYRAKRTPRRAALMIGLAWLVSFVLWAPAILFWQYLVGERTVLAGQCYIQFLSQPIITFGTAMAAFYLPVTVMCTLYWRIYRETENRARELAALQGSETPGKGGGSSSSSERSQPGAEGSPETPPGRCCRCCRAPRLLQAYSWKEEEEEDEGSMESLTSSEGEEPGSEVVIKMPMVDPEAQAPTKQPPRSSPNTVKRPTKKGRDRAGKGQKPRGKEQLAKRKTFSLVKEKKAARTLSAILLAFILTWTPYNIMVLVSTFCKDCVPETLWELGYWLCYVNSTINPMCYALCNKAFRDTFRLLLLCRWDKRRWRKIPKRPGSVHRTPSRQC
CHO parental Ca: signal in parental CHO cells, OX1R antagonist counter-screen. 0.63% of 330,000 active. parental CHO-K1, ATP-induced calcium, Fluo-8 fluorescence. inhibition, % at 5.6 µM;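 active = inhibition above that plate's mean sample inhibition plus 3 SD, cut at about 26% in these data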;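 note: 0% = ATP-challenged DMSO wells and 100% = DMSO wells without ATP; some compounds past the cut are filed as inactive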
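Measured by: calcium-sensitive Fluo-8 fluorescence / Test system: CHO parental line / Controls: ATP-challenged DMSO wells low, unchallenged DMSO wells high / Measure: % inhibition / Compound: single nominal dose of 5.6 µM per compound / Replicates: single well per compound, no replicates / Reagent: ATP as calcium-mobilizing challenge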
M1 PAM: human CHRM1 positive allosteric modulation | P11229 | CHO-K1 hM1, Fluo-8 calcium fluorescence, ACh EC20; 0% = ACh EC20, 100% = maximal ACh | activation, % at 3 µM | 0.088% of 360,000 active | AID 588819; in the data active = activation above about 19%, passing the limit was not always enough
CHRM1 antagonist: antagonists of human M1 muscarinic receptor; CHO-K1 hM1, Fluo-8 calcium fluorescence, ACh EC80 antagonist; inhibition, % at 3 µM; 1.3% of 360,000 active;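 active = percent inhibition above its own plate's cutoff, namely the mean of that plate's compound wells plus 3 SD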;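 note: peak over basal fluorescence ratio during 140 s after agonist addition; 0% = ACh EC80 plus DMSO and 100% = DMSO alone without agonist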
An asterisk follows results filed as active; · = no result given.

SMILES	CHO-K1 Ca antag	CHO-K1 Ca ag	CHRM4 agonist	OXTR potentiator	CHRM4 antagonist	CHRM1 agonist	CHO parental Ca	M1 PAM	CHRM1 antagonist
CCN(CC(=O)Nc1c(F)cccc1F)C(=O)c1cc([N+](=O)[O-])ccc1N1CCCCC1	-8	0.3	2	5	-13	-5	-23	7	-6
O=C(CN1CCN(Cc2ccccc2F)C1=O)NCc1ccco1	-20	1.0	0	-13	7	-2	-4	6	-4
COc1ccccc1CNC(=O)COC(=O)c1ccc(C)c(S(=O)(=O)N2CCCCC2)c1	3	1.6	5	-11	-5	-5	-24	-4	11
Cc1nnsc1S(=O)c1ccc(Cl)cc1 (stereo unspecified)	-1	-0.1	1	-2	6	0	-2	15	3
O=C(O)CC(NC(=O)C12CC3CC(CC(C3)C1)C2)c1cccc(Cl)c1 (stereo unspecified)	-9	0.9	2	0	-11	-7	-7	8	-15
Cc1ccc(CNC(=O)CN(C)S(=O)(=O)c2cccs2)cc1	-2	0.2	2	1	-5	-6	-20	6	-13
Cc1nc2ccc(S(=O)(=O)NC(C(=O)Nc3nc4ccc(Cl)cc4s3)C(C)C)cc2s1 (stereo unspecified)	-3	0.6	1	-3	-5	-8	-14	-2	4
Cc1ccc(NC(=O)CN(C)C(=O)c2ccc(Cl)c(S(=O)(=O)NCc3ccco3)c2)cc1	-13	0.0	2	0	20	-3	-16	7	-6
CC(CCl)OC(C)CCl (stereo unspecified)	-2	-0.5	3	-3	-3	1	-7	0	-9
Cc1ccc(OCCOCCNC(C)(C)C)c([N+](=O)[O-])c1	-13	0.8	0	-5	-6	-8	-16	-3	4
O=C(OCC(=O)N1CCCC1=O)C1CCN(S(=O)(=O)c2ccc(Cl)c(C(F)(F)F)c2)CC1	-20	0.0	3	-6	-17	-1	-3	12	-15
CCc1ccc(-c2cc(C)no2)cc1S(=O)(=O)NCc1ccco1	-18	1.9	2	-4	1	-4	-7	6	-6
CCOC(=O)CC1=C(C(=O)OCC)C(c2ccc(OC)c(OC)c2)C(C#N)=C(N)O1 (stereo unspecified)	2	0.9	0	5	3	0	-9	2	13
CCOc1ccc(CN2CCN(C(=O)c3cccc(F)c3)CC2)cc1	-22	1.4	1	-6	-5	-3	6	1	-26
COc1cccc(NC(=O)C(=O)c2cn(CC(=O)N3CCOCC3)c3ccccc23)c1	-4	3.2	11	-9	-17	1	-32	1	-5
O=C(CN1CCCCCC1)Nc1ccccc1C(=O)Nc1ccccc1	2	0.4	0	-12	-7	-6	-7	4	-9
COc1ccccc1N1CCN(C(=O)C2CCC(Cn3c(=S)[nH]c4ccccc4c3=O)CC2)CC1 (stereo unspecified)	14	-0.3	2	-1	-15	-2	-6	6	0
O=C(CC1Sc2ccccc2NC1=O)Nc1cccnc1 (stereo unspecified)	4	1.0	3	-3	0	-7	-7	7	-10
CCN1CCN(C(CNS(=O)(=O)c2cccs2)c2cccnc2)CC1 (stereo unspecified)	-16	0.1	1	-1	-2	-4	28	17	-19
Cc1ccccc1NC(=O)CN1C(=O)NC(C)(CCc2ccccc2)C1=O (stereo unspecified)	9	0.0	1	-16	1	-3	-7	-5	8
COCCNC(=O)c1ccc(N2CC3CC(C2)c2cccc(=O)n2C3)c(NC(=O)c2ccccc2Cl)c1 (stereo unspecified)	-17	1.4	0	·	-10	26*	·	4	-19
CSC1=C(C#N)C(c2ccc(C(C)C)cc2)CC(=O)N1 (stereo unspecified)	0	0.7	0	-6	2	-9	-4	-3	2
Cc1nc(C)c(C(=O)N(c2ccc(F)cc2)C(C(=O)NCC2CCCO2)c2ccccc2)s1 (stereo unspecified)	-13	0.9	1	-8	5	-5	-6	2	1
O=C(CN1C(=O)C2C3c4ccccc4C(c4ccccc43)C2C1=O)Nc1cccc(C(=O)O)c1 (stereo unspecified)	-10	1.3	1	2	-6	-5	-4	7	-5
Nc1cc(N)cc(-c2nc3ccccc3o2)c1	7	1.1	7	-3	-3	-1	-11	4	-5
CC(=O)n1cc(/C=N/NC(N)=S)c2ccccc21	-6	1.4	2	-6	-6	-3	-1	8	-9
COc1ccc(Cl)cc1NC(=O)/C=C\C(=O)O	-16	1.1	1	-3	8	-4	-2	0	-4
O=C(Nc1cccc(-c2cnc3ccccc3n2)c1)c1cccc(NC(=O)c2ccco2)c1	31*	4.4	20	-2	42*	2	-5	-15	35*
COc1cc(C2Nc3ccccc3NC3=C2C(=O)CC(C)(C)C3)cc(OC)c1OC (stereo unspecified)	-2	0.3	1	-2	7	-1	-4	3	-9
O=C(COC(=O)C1=COCCO1)Nc1ncc(C(F)(F)F)cc1Cl	8	1.3	3	-1	-3	-4	-6	1	-1

Record cards, from the list above. Order of values: CHO-K1 Ca antag | CHO-K1 Ca ag | CHRM4 agonist | OXTR potentiator | CHRM4 antagonist | CHRM1 agonist | CHO parental Ca | M1 PAM | CHRM1 antagonist
`Cc1nnsc1S(=O)c1ccc(Cl)cc1` (stereo unspecified) reads -1 | -0.1 | 1 | -2 | 6 | 0 | -2 | 15 | 3
`Nc1cc(N)cc(-c2nc3ccccc3o2)c1` reads 7 | 1.1 | 7 | -3 | -3 | -1 | -11 | 4 | -5

Continued.
SMILES	CHO-K1 Ca antag	CHO-K1 Ca ag	CHRM4 agonist	OXTR potentiator	CHRM4 antagonist	CHRM1 agonist	CHO parental Ca	M1 PAM	CHRM1 antagonist
NC(=O)c1c(NC(=S)Nc2ccc(F)cc2)sc2c1CCCC2	3	1.0	4	-8	2	-6	-16	7	-9
Cc1cccc(/C=N/NC(=O)Cn2nccc2C)n1	-7	1.8	0	-1	-2	1	-10	-2	0
Cc1ccc(C(=O)Nc2nc3ccccc3n2CCN2CCCC2)cc1	-7	0.1	0	-10	-4	-8	-3	0	-9
NNC(=O)c1csc(-c2ncc(C(F)(F)F)cc2Cl)n1	9	0.7	1	4	4	-5	-2	14	-14
O=C(c1c(F)cccc1F)N(Cc1ccccc1)Cc1ccccc1	-15	-1.1	2	-10	-9	-7	-18	-5	3
CN(C(=O)C1CCC(CNS(=O)(=O)c2cccc3cccnc23)CC1)C1CCCCC1 (stereo unspecified)	2	5.3	10	-11	-2	0	-10	11	-3
CS(=O)(=O)Cc1ccc(C(=O)NC2CCCc3ccccc32)cc1 (stereo unspecified)	16	-0.1	2	-1	4	-6	-5	-7	15
N#Cc1cc2c(nc1SCc1ccccc1)CCC2	-7	0.3	0	-17	-2	-2	-4	2	0
COCCN(C(=O)COC(=O)C(C)(C)Oc1ccc(Cl)cc1)c1c(N)n(Cc2ccccc2)c(=O)[nH]c1=O	-12	-0.2	1	·	-9	-8	·	12	-11
O=C1COc2ccc3ccccc3c2CN1	-13	0.7	0	-6	3	-1	2	7	-1
CN(C)Cc1nc2ccccc2c(=O)n1Cc1nc(-c2cc3ccccc3o2)cs1	2	0.0	-3	-5	-13	0	-30	12	3
CCCCC(=O)N(C)c1c(CC)nc2c(OCc3cccc(Cl)c3)cccn12	-6	0.0	0	·	8	-8	·	-21	16
CCc1ccccc1N(CC)C(=O)c1cn(C)c(=O)c2cc(OC)c(OC)cc12	15	1.0	1	-4	-5	-3	-19	-2	-1
Cc1c(Cl)c([N+](=O)[O-])nn1CC(=O)NCCCN1CCOCC1	-1	0.6	1	-6	-10	-9	-3	0	4
O=C(CCN1CCN(c2ccccc2)CC1)NNC(=O)c1cccc2ccccc12	-2	0.3	2	-13	-4	-5	-34	2	-8
CCCNC(=O)COc1ccc2c(=O)c(Oc3ccccc3F)coc2c1	2	0.9	2	-14	13	-6	-5	7	-2
O=[N+]([O-])c1ccc(N2CCN(Cc3ccccc3)CC2)c(S(=O)(=O)N2CCOCC2)c1	-3	-0.4	1	-5	-9	-5	-24	3	-6
CCSc1ncc(Cl)c(C(=O)Nc2ccccc2F)n1	-7	-0.5	-3	-13	3	-4	-16	4	-10
O=C(Nc1cccc(O)c1)c1cc(S(=O)(=O)N2CCCC2)ccc1Cl	3	1.5	4	-6	-5	-7	-24	4	-19
CC(=O)C1C(c2ccc(C)cc2)c2c(n[nH]c2C)CC1(C)O (stereo unspecified)	0	0.1	1	-5	-7	-5	-6	7	-5
CC(C)c1ccc(CN2CCC2(C)C(=O)Nc2cccc(Oc3ccccc3)c2)cc1 (stereo unspecified)	7	-0.3	0	·	-3	-1	·	-6	13
CCCCN(CCCNC(=O)C1CCN(S(=O)(=O)CC)CC1)c1ccccc1	-18	1.6	2	2	9	-9	-9	3	-2
COc1ccc(F)cc1-c1cc(C(=O)Nc2ccc(C)c(NS(C)(=O)=O)c2)[nH]n1	8	2.7	13	·	-10	1	·	3	-1
CCNc1nc(-c2cc(C)n(Cc3ccco3)c2C)cs1	5	0.0	0	-17	4	-2	-13	2	4
Cc1ccc(O)c(C(=O)c2cnc3c(c2)c(-c2ccc(F)cc2)c(C#N)c(=O)n3C)c1	-21	1.0	1	-9	-7	-1	-33	8	4
Cc1ccc(NC(=O)c2ccc(NCC3CCCO3)c([N+](=O)[O-])c2)cc1Cl (stereo unspecified)	-6	-0.2	0	-9	6	-1	0	0	2
CC1CN(C2=NC(=O)/C(=C/c3ccncc3)S2)CC(C)O1 (stereo unspecified)	0	-0.3	1	-8	-11	-3	-6	4	-12
CC1=NN(C(=O)c2ccccc2-n2cccc2)C(O)(C(F)(F)F)C1 (stereo unspecified)	-11	-0.1	1	-8	-18	-14	-3	4	3
CCn1cc(CCC(=O)NCCc2ccccc2)c2ccccc21	-13	0.7	0	-7	-8	-5	-22	0	-5

Compound activity deposited in PubChem BioAssay by The Scripps Research Institute Molecular Screening Center.
